GoLoco inh red: inhibitors of human Gai1-RGS12 GoLoco interaction (red fluorophore); Gai1:RGS12 GoLoco peptide FP, rhodamine, 10 min; Potency, µM (titrated, usually from 61.6 µM), inactives show top-dose activity, negative = inhibition, actives largely listed as inhibitors; 230,000 compounds, 0.44% hits; active = well fitted inhibition curve with a large enough effect, not every such curve was filed as active; inactive = no such curve, though single readings can be large or run the other way; also: nearly all actives have a fitted effect of over 30% in size; many of its hits are not listed in these tables
Target sequence (P63096 whole entry, looked up): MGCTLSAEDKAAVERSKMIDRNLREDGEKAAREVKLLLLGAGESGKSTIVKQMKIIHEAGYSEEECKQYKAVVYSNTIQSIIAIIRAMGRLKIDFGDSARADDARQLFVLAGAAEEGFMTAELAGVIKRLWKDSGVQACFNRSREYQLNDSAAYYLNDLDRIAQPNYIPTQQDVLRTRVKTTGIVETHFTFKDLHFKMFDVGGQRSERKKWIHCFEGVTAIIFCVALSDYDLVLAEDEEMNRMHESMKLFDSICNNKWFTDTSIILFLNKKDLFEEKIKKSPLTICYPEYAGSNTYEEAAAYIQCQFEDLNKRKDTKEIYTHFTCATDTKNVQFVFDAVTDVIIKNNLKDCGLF
GAA inhib: inhibitors of human lysosomal alpha-glucosidase; P10253; purified human GAA, 4-MU-alpha-glucoside fluorescence; Potency, µM (titrated, usually from 76.9 µM), for inactives: at the highest dose activity change, negative = inhibition, hits mostly inhibitors; 200,000 compounds, 0.005% hits;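 also: plate controls were uninhibited enzyme wells for no effect and no-enzyme background for full effect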
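Human alpha-glucosidase, 4 nM, pre-mixed with test compounds before 400 uM 4-methylumbelliferyl substrate; 20 min room temperature at pH 5.0. Fluorescence read after pH 10 stop; AC50 values from Hill-equation fits.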
GAA spleen mod: inhibitors or activators of human alpha-glucosidase in spleen homogenate; human spleen homogenate, 4-MU-alpha-glucoside fluorescence; Potency, µM (series often up to 79.9 µM), for inactives: at the highest dose activity change, negative = inhibition, actives largely listed as inhibitors; 240,000 compounds, 0.006% hits; AID 2112;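 also: 0% = enzyme with vehicle and -100% = no enzyme basal signal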
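Compounds were titrated against alpha-glucosidase in spleen homogenate at pH 5.0, with 1 mM 4-methylumbelliferyl substrate for 40 min at 37 C. Reactions were quenched with pH 10 NaOH/glycine and fluorescence measured.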
TRb SRC2 PPI: inhibitors of human thyroid hormone receptor beta-SRC2 interaction; P10828; TRbeta-SRC2 peptide binding, fluorescence polarization; receptor liganded with 1 µM T3; Potency, µM (titrated, usually from 106 µM), for inactives: at the top dose activity change, negative = inhibition, most hits filed as inhibitors; 280,000 compounds, 0.065% hits;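 also: plate controls were bound peptide for no effect and peptide without receptor for full effect; nearly all actives have a fitted effect of over 50% in size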
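Read-out is fluorescence polarization (555 nm excitation, 632 nm emission) of a Texas Red SRC2 coactivator peptide; loss of signal reflects blocked binding to human TRb ligand-binding domain in the presence of 1 uM T3.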
TR SRC2 fluor cs: Texas Red fluorescence interference in TRb-SRC2 counter-screen. Potency, µM (top dose mostly 106 µM), for the others: at the top dose fluorescence change, negative = quenching. 280,000 compounds, 0.29% hits. AID 1479. TRb/SRC2 Texas Red total fluorescence interference; active = well fitted curve in either direction with a large enough effect; inconclusive = small, poorly fitted or top-dose-only effect
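Human TRb ligand-binding domain at 0.6 uM with 20 nM Texas Red SRC2 peptide in Tris buffer containing 1 uM T3 and 5% DMSO, incubated with compound 5 h at ambient temperature. Total fluorescence (555/632 nm) calculated as parallel + 2 × perpendicular.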
RECQ1 helicase: inhibitors of human RECQ1 DNA helicase; RECQ1 DNA unwinding, red fluorescence kinetic read; 240,000 compounds, 0.54% hits; Potency, µM (titrated, usually from 57.3 µM), inactives show top-dose activity, negative = inhibition, actives largely listed as inhibitors;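 also: plate controls were vehicle for no effect and no enzyme for full effect; nearly all actives have a fitted effect of over 30% in size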
Target sequence (P46063 whole entry, looked up): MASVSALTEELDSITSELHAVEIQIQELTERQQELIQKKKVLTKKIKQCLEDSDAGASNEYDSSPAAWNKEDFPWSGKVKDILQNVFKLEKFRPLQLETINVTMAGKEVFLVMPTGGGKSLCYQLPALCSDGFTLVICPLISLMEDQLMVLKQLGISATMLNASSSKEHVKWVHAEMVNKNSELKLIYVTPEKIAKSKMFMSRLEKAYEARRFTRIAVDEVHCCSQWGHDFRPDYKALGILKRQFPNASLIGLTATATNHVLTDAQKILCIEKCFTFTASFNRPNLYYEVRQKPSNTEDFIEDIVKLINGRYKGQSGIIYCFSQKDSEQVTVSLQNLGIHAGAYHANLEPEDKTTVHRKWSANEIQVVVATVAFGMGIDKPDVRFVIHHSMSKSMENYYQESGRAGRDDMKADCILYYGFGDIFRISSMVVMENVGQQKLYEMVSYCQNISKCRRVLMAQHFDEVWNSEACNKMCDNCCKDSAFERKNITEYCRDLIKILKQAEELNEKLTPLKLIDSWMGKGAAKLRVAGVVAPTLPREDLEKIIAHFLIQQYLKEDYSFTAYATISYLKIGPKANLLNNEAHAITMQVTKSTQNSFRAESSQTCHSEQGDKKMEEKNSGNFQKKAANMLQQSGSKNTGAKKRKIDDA
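RECQ1T1 50 nM; forked duplex (20 bp + 30-nt ss tails) 200 nM, ATP 2 mM final; pH 8.0, 2 mM MgCl2, 2.5 ug/ml poly(dI-dC); 15 min compound preincubation; discontinuous kinetic read over 2 h at RT.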
L3MBTL1 inh: L3MBTL1 (human) inhibition. AlphaScreen L3MBTL1–H3K9me1 peptide binding. Potency, µM (series often up to 57.1 µM), inactives show top-dose activity, negative = inhibition, usual class: inhibitors. Q9Y468. 230,000 compounds, 0.66% hits; also: nearly all actives have a fitted effect of over 60% in size
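AlphaScreen assay: L3MBTL1 (50 nM final) was preincubated 30 min at room temperature with biotinylated H3(1-15)K9me1 peptide (75 nM final), then 30 min with library compounds; streptavidin donor and nickel chelate acceptor beads (10 ug/mL final) added, 30 min dark.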
GAA glycogen: inhibitors or activators of human alpha-glucosidase glycogen cleavage; P10253; Potency, µM (doses to about 76.4 µM), without a hit: at the top dose activity change, negative = inhibition, actives largely listed as inhibitors; 300,000 compounds, 0.38% hits; recombinant GAA, glycogen substrate, Amplex Red glucose oxidase fluorescence;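 also: 0% = full enzyme reaction and -100% = no-enzyme basal signal; the screen sought inhibitors and activators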
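Recombinant human enzyme (4 nM); glycogen substrate; 37 C, 40 min, pH 5.0. Readout: coupled glucose oxidase/Amplex Red fluorescence.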
Active calls of the source: *; i = inactive; ? = inconclusive; · = no result given; ! = not confirmed by another sample; [ ] = another dose, or the depositor's remark. Unless noted, calls follow the shape of the dose curve; as a rule, active = well fitted curve in the direction sought with a large enough effect; inconclusive = small, poorly fitted or top-dose-only effect, or another doubt; inactive = no such curve, though single readings can be large; an effect the other way counts as inactive or inconclusive. Unless noted, % is scaled to controls: 0 for no effect and ±100 for the full control effect; potency is read from the fitted curve at half-maximal effect. The list is partial; rates above refer to the full screens.

Results follow in this order: GoLoco inh red, GAA inhib, GAA spleen mod, TRb SRC2 PPI, TR SRC2 fluor cs, RECQ1 helicase, L3MBTL1 inh, GAA glycogen
- Cn1c(O)c(C(=O)c2ccccc2Cl)c(=O)n(C)c1=O
  -3%, -5%, 1%, 3%, -5%, -6%, 1%, -2%
- Cc1cccc(N2C(=O)NC(=O)/C(=C\C=C\c3ccco3)C2=O)c1
  22%, ·, -2%, 6%, 9%, 22µM*, ?, -18%
- C[C@]12CC[C@H]3[C@@H](CCC4C[C@H](O)CC[C@@]43C)[C@@H]1CC[C@@H]2O (some centres not stated)
  11%, ·, -2%, 0%, 2%, -6%, ·, ·
- O=c1[nH]c(CN2CC=C(c3ccccc3)CC2)nc2cc(C(F)(F)F)ccc12
  87%[activator], -7%, -4%, 4%, 0%, -7%, ·, -7%
- NC(Cc1ccccc1)Cc1ccccc1
  8%, -1%, ·, -9%, -2%, -4%, 14%, -5%
- Cc1cccc(NC(=O)N[C@@H]2N=C(c3ccccc3)c3ccccc3N(CC(=O)c3ccccc3C)C2=O)c1
  -8%, ·, -6%, -2%, -1%, i, ·, ·
- O=P(C(=Nc1ccc(Cl)cc1)N1CCOCC1)(N1CCOCC1)N1CCOCC1
  -3%, -5%, 9%, -17%, -2%, -4%, 5%, 1%
- C=CCN1CCC2(C)c3cc(O)ccc3C[C@H]1[C@H]2C
  6%, ·, 4%, 7%, 1%, -5%, ·, ·
- CC12CN3CCN(CC(C3)/C1=N/NC(N)=O)C2
  -2%, -2%[15.4 µM], -1%, 5%, 0%, -2%, 1%, 4%
- CCOP(=O)(OCC)Oc1cc(C)c(N(C)C)c(C)c1
  11%, -13%, 0%, -7%, -3%, i, 2%, ?

Carrying on:
Results follow in this order: GoLoco inh red, GAA inhib, GAA spleen mod, TRb SRC2 PPI, TR SRC2 fluor cs, RECQ1 helicase, L3MBTL1 inh, GAA glycogen
- CC1CCC(NCC(O)c2ccccc2)CC1 (configuration not stated)
  1%, -1%, -2%, 0%, -4%, 0%, ·, -4%
- C[C@@]12CCC(OS(=O)(=O)O)C[C@@H]1CCC1C2CC[C@]2(C)C(=O)CCC12 (some centres not stated)
  5%, ·, -11%, 1%, 1%, -9%, ·, ·
- O=C(C1CCCN(S(=O)(=O)c2cccc3nsnc23)C1)N1CCC2(CC1)OCCO2 (configuration not stated)
  7%, -4%, -23%, 4%, -4%, i, -4%[11.4 µM], 4%
- C=CCn1c(O)c(C(C)=Nc2ccc(N(CC)CC)cc2)c(=O)[nH]c1=O
  -13%, -6%, 0%, -17%, 3%, i, -17%, -2%
- O=c1c2ccccc2[se]n1-c1ccccc1
  2.8µM*!, -8%[15.4 µM], -5%, 5%, -1%, 13%, -6%, -6%
- CC[C@@H](CO)NC(=O)[C@@H]1C=C2c3cccc4[nH]cc(c34)C[C@H]2N(C)C1
  8%, ·, 1%, -17%, 12%, 35µM*, ·, ·
- O=C(c1ccc(C(F)(F)F)cc1)C1CCCN(Cc2ccc(CO)o2)C1 (configuration not stated)
  -4%, 3%, -3%, -8%, -8%, 9%, 24%, -1%
- O=C(Cn1cc(C(=O)c2ccccc2F)c2ccccc21)NCc1ccco1
  -4%, -5%, 4%, -20%, -2%, 1%, -2%, -23%
- CC(C)N1CC=C(c2c[nH]c3ccccc23)CC1
  7%, -11%, -9%, -12%, 2%, 9%, 4%, 12%
- c1ccc2c(CCNC3=NCCC3)c[nH]c2c1
  7%, -7%, -5%, -15%, -3%, -12%, 1%, -2%

Next compounds
Results follow in this order: GoLoco inh red, GAA inhib, GAA spleen mod, TRb SRC2 PPI, TR SRC2 fluor cs, RECQ1 helicase, L3MBTL1 inh, GAA glycogen
- CCOC(=O)C1=C(N)OC(C)=C(C(=O)OCCOC)C12C(=O)Nc1ccccc12 (configuration not stated)
  13%, 8%, -1%, -1%, 5%, i, 3%, -2%
- O=[N+]([O-])c1cc(S(=O)(=O)c2ccc(O)c([N+](=O)[O-])c2)ccc1O
  -13%, 1%, -7%, -2%, -1%, -15%, 10µM*, -10%
- CN(C)/C=C(\C=[N+](C)C)c1[nH]ncc1[N+](=O)[O-]
  4%, 0%, -18%, -1%, -6%, -1%, ·, 3%
- c1cncc([C@H]2CCCCN2)c1
  -3%, ·, 9%, 2%, 2%, -2%, ·, ·
- O=C(Cn1ncc2c3ccccc3n(Cc3cccc(Cl)c3)c2c1=O)N1CCC2(CC1)OCCO2
  21%, -1%, 3%, 8%, 4%, -7%, -28%, -13%
- CN(C)[C@@H]1C(=O)C(C(N)=O)=C(O)[C@@]2(O)C(=O)C3=C(O)c4c(O)ccc(Cl)c4[C@@](C)(O)C3C[C@@H]12 (some centres not stated)
  -1%, -5%[15.4 µM], 4%, 8%, 40µM*[quencher], -11%, ?, ?
- CN(C)C(=O)OCc1n(C)cc[n+]1C
  5%, -2%, -3%, 0%, 4%, -13%, -3%, -7%
- COC(=O)C(O)(c1ccc(NC(=S)NC(=O)c2ccc(Cl)cc2Cl)c(C)c1)C(F)(F)F (configuration not stated)
  3%, 3%, -6%, 6%, -1%, i, -2%, -2%
- COc1ccc(CC(=O)Nc2ccc3c(C(F)(F)F)cc(=O)oc3c2)cc1OC
  -5%, 0%, 10%, 7%, -15%, -7%, 0%, -8%
- COC(=O)c1c(N)n(Cc2ccc(OC)cc2)c2nc3ccccc3nc12
  1%, ?, 22%, -1%, 2%, -9%, ·, -5%

Next results follow:
SMILES	GoLoco inh red	GAA inhib	GAA spleen mod	TRb SRC2 PPI	TR SRC2 fluor cs	RECQ1 helicase	L3MBTL1 inh	GAA glycogen
CC(=O)OC1(c2ccccc2)CCN(C)CC1(C)C (configuration not stated)	-2%	-1%	3%	2%	0%	i	-1%	-9%
c1ccc2cc(C3N4CCCN34)ccc2c1 (configuration not stated)	1%	-3%	-3%	8%	0%	i	·	-13%
CSc1ncc(/C=C2/C(=O)NC(=O)N(C3CCCCC3)C2=O)cn1	7%	-6%	-5%	·	1%	-4%	0%	10%
CNCC(C)c1ccccc1 (configuration not stated)	28%	11%	-4%	3%	-1%	0%	18%	5%
CC(=O)N(C1=NCCCS1)c1ccccc1Cl	0%	9%	2%	-3%	-6%	-12%	·	13%
O=C(c1ccccc1F)c1cn(Cc2ccccc2)c2ccccc12	-4%	-4%	7%	5%	3%	-16%	10%	-8%
O=C(NC1(C(F)(F)F)Oc2ccc(Cl)cc2O1)N1CCC2(CC1)OCCO2 (configuration not stated)	-10%	2%	-2%	-11%	-4%	-18%	·	8.9µM*
CC1(C)CSC(Nc2ccc(F)c(Cl)c2)=N1	5%	-4%	-4%	4%	1%	-8%	3%	7%
O=C1C2(c3ccccc3)CN3CN(C2)CC1(c1ccccc1)C3	10%	-6%	-13%	-20%	2%	i	·	15%
O=C1NC(=S)NC(=O)C12C(c1ccccc1)NC(=S)NC2c1ccccc1 (configuration not stated)	-2%	-10%	4%	-1%	-5%	-3%	1%	3%
CCCCCCC(C)OC(=O)COc1ccc(Cl)cc1Cl (configuration not stated)	7%	·	1%	0%	-2%	-6%	·	·
CC(C)c1ccc(N2C(=O)NC(=O)/C(=C\C=C\c3ccco3)C2=O)cc1	61%[activator]	-4%	0%	14%	4%	16µM*	·	-14%
CC(C)(C)OOC(C)(C)C	6%	·	-6%	4%	-2%	10%	·	·
O=C(c1csc2c1CCCCC2)N1CCC2(CC1)OCCO2	7%	-19%	-7%	-3%	-3%	-15%	4%	8%
O=C(Nc1ccccc1)N1CC2CC(C1)c1cccc(=O)n1C2 (configuration not stated)	14%	-1%	-2%	-4%	-2%	i	5%[11.4 µM]	21%

New compounds follow.
SMILES	GoLoco inh red	GAA inhib	GAA spleen mod	TRb SRC2 PPI	TR SRC2 fluor cs	RECQ1 helicase	L3MBTL1 inh	GAA glycogen
COc1cc2c(cc1OC)-c1c(OC)c(OC)c(OC)c3ccnc(c13)C2=O	29%	-8%	-4%	2%	-2%	-19%	-6%	-3%
O=C(O)c1ccc[nH]c1=S	-16%	·	-2%	0%	0%	-5%	-1%	?
Cc1ccc(C(=O)NC2CC3CCC(C2)N3)cc1 (configuration not stated)	9%	2%	-3%	3%	-2%	-9%	·	4%
COc1ccc2c(c1)c(CCN)c(C)n2Cc1ccccc1	10%	·	2%	1%	-3%	3%	-21%	6%
CSC1=NP(=S)(SC)N2CCCC2=C1C#N (configuration not stated)	0%	-7%	4%	9%	0%	-3%	-3%	4%

By substructure, those above with a Cl atom
SMILES	GoLoco inh red	GAA inhib	GAA spleen mod	TRb SRC2 PPI	TR SRC2 fluor cs	RECQ1 helicase	L3MBTL1 inh	GAA glycogen
Cn1c(O)c(C(=O)c2ccccc2Cl)c(=O)n(C)c1=O	-3%	-5%	1%	3%	-5%	-6%	1%	-2%
O=P(C(=Nc1ccc(Cl)cc1)N1CCOCC1)(N1CCOCC1)N1CCOCC1	-3%	-5%	9%	-17%	-2%	-4%	5%	1%
O=C(Cn1ncc2c3ccccc3n(Cc3cccc(Cl)c3)c2c1=O)N1CCC2(CC1)OCCO2	21%	-1%	3%	8%	4%	-7%	-28%	-13%
CN(C)[C@@H]1C(=O)C(C(N)=O)=C(O)[C@@]2(O)C(=O)C3=C(O)c4c(O)ccc(Cl)c4[C@@](C)(O)C3C[C@@H]12 (some centres not stated)	-1%	-5%[15.4 µM]	4%	8%	40µM*[quencher]	-11%	?	?
COC(=O)C(O)(c1ccc(NC(=S)NC(=O)c2ccc(Cl)cc2Cl)c(C)c1)C(F)(F)F (configuration not stated)	3%	3%	-6%	6%	-1%	i	-2%	-2%
CC(=O)N(C1=NCCCS1)c1ccccc1Cl	0%	9%	2%	-3%	-6%	-12%	·	13%
O=C(NC1(C(F)(F)F)Oc2ccc(Cl)cc2O1)N1CCC2(CC1)OCCO2 (configuration not stated)	-10%	2%	-2%	-11%	-4%	-18%	·	8.9µM*
CC1(C)CSC(Nc2ccc(F)c(Cl)c2)=N1	5%	-4%	-4%	4%	1%	-8%	3%	7%
CCCCCCC(C)OC(=O)COc1ccc(Cl)cc1Cl (configuration not stated)	7%	·	1%	0%	-2%	-6%	·	·

Assay outcomes deposited in PubChem by National Center for Advancing Translational Sciences (NCATS).
